# From PubChem BioAssay
# Peg3 promoter = Peg3 promoter activity inhibition; HeLa PEG-Prom luciferase reporter, luminescence, overnight; inhibition, % at 20 µM; hit rate 1.7% among 360,000; AID 588405;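 active means inhibition of at least 50% at 20 µM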
# NR2E3 ag-1 = NR2E3 (human) agonism; Q9Y5X4; GST-NR2E3/biotin-RetCOR TR-FRET, 1536-well; inhibition of corepressor binding, % at 4.78 µM; hit rate 0.12% among 320,000; AID 2300;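 active means percent inhibition above the cutoff of mean plus 3 SD of all tested compounds, set per screening campaign, cut at about 20% in these data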;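 further: 0% = DMSO wells and 100% = biotin wells as full block of FRET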
# Target sequence (Q9Y5X4 whole entry, looked up): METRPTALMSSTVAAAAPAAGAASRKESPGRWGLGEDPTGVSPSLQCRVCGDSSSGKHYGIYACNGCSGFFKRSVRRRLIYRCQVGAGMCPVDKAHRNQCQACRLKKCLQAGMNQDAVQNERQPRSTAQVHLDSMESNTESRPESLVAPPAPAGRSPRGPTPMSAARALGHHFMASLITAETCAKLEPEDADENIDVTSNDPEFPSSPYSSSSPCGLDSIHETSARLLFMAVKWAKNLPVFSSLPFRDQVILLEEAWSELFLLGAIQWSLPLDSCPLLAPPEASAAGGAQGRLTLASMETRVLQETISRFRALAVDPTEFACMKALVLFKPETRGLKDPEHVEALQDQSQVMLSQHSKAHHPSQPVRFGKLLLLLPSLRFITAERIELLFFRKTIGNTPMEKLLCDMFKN
#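 System: GST-tagged NR2E3 plus biotinylated RetCOR corepressor; Amount: 1.35 nM GST-tagged NR2E3 final; Dosing: single nominal compound dose of 4.8 µM; Schedule: 5 h incubation at 4 °C; Technique: TR-FRET with europium anti-GST and streptavidin-D2, 340 nm excitation; Controls: biotin wells as high control, 0.6% DMSO wells as low control.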
# NR2E3 ag-2 = agonists of human NR2E3 nuclear receptor; Q9Y5X4; AID 602229; CHO-S Gal4-NCOR/VP16-NR2E3 two-hybrid, luciferase; hit rate 0.35% among 360,000; inhibition of corepressor binding, % at 3.98 µM;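 active means inhibition above the mean of all tested compounds plus 3 SD, cut at about 70% in these data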;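 further: 0% = DMSO with NR2E3 transfected cells and 100% = cells lacking NR2E3 construct; higher means lower luciferase signal from less NR2E3 corepressor binding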
# H9c2 protect = modulators protecting cardiomyocytes from myocardial damage | H9c2 cardiomyocytes, H2O2 injury protection, ATPLite, 2 h | protection from H2O2 cell death, % at 20 µM | hit rate 0.63% among 360,000 | AID 588492;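 active means compounds giving at least 50% protection of heart cells from peroxide-induced death in the single-dose screen, raw or plate-pattern-corrected value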;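 further: 0% = DMSO wells with peroxide and 100% = DMSO wells without peroxide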
# iPSC survival up = increases survival of single human iPS cells; hiPSC single-cell survival, ATPlite luminescence; 100% = ROCK inhibitor wells, 0% = DMSO; survival enhancement, % at 20 µM; hit rate 0.044% among 360,000; in the data active means survival enhancement above about 18%;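 further: cells exposed to compounds for 16 hours before the ATP read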
# PDI inh = inhibitors of human protein disulfide isomerase | P07237 | PDI insulin aggregation turbidity, A650, 90 min | inhibition, % at 10 µM | hit rate 0.052% among 350,000;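 active means mean inhibition across replicates of 30% or more, whatever share of single replicates reach that level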;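 further: absorbance from insulin aggregation driven by PDI reduction with DTT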
# Target sequence (P07237 whole entry, looked up): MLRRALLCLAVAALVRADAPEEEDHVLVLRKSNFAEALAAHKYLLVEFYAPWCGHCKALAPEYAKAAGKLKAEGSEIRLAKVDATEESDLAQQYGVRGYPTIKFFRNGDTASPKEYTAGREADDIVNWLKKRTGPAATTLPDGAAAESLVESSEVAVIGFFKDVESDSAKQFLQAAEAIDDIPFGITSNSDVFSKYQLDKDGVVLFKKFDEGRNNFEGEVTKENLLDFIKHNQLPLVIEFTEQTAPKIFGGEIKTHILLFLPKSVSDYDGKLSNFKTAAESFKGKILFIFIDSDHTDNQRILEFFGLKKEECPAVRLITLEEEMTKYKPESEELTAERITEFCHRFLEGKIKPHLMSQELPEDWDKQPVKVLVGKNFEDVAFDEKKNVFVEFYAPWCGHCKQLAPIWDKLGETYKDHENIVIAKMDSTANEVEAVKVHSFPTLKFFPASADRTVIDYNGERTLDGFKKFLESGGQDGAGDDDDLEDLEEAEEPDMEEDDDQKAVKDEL
# HIF-2a inh = blocks HIF-2a reporter activity | 786-0 RCC cells HIF-2a reporter, luciferase luminescence, overnight | inhibition, % at 18.8 µM | hit rate 0.72% among 360,000;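 active means inhibition of the luminescence signal of 40% or more relative to plate controls, in a single-dose primary screen at 18.75 µM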
# HTR2A ag = mouse HTR2A agonism via beta-arrestin recruitment; P35363; CHO-K1 mHTR2A beta-arrestin complementation, luminescence; percent of 30 µM serotonin response; activation, % at 7.6 µM; hit rate 0.66% among 360,000;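 active means activation above a run cutoff, the mean activation of all tested compounds plus 3 SD, cut at about 14% in these data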;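 further: 0% = plate median of compound wells and 100% = 30 µM serotonin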
# Shn3 inh set2 = reduces Shn3 3'UTR luciferase signal in osteoblasts; Clone20 osteoblast Shn3 3'UTR firefly luciferase, 24 h; inhibition, % at 12.5 µM; hit rate 0.52% among 360,000; AID 588674;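 active means mean inhibition of at least 75% with every replicate also reaching 75%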;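 further: 0% = median of neutral control wells and 100% = pilot-screen positive control compound; some compounds past the cut are filed as inactive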
# MITF TRPM1 inh = reduces MITF-dependent TRPM1 promoter luciferase signal. SK-MEL-5 TRPM1 promoter luciferase, 24 h. inhibition, % at 12.5 µM. hit rate 0.83% among 330,000. AID 488899;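 active means mean inhibition across replicates of 60% or more, whatever share of single replicates reaches that level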; further: values of inactives mirror those of a sister screen read the other way
# CaV13 FRET inh = Primary screen for inhibitors of IQ motif and Ca2+-dependent inactivation inhibitor domain binding in CACNA1D, Förster resonance energy transfer in living cells, … | HEK cells, CFP/YFP FRET ICDI-IQ, plate reader, 10 min; percent FRET-ratio fall versus neutral wells | inhibition, % at 12.3 µM | hit rate 0.098% among 340,000;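 active means mean replicate inhibition of at least 30% and at least 1% of replicates passing that level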;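 further: 0% = median of the neutral control wells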
# Active calls of the source: *; nt = not tested or not shown. Rows are unselected; 3.9% or so of the library scored in one or more.
# Start of the listing, in advance (three entries):
Molecule,NR2E3 ag-2,HTR2A ag,HIF-2a inh,Shn3 inh set2,Peg3 promoter,iPSC survival up,H9c2 protect,NR2E3 ag-1,CaV13 FRET inh,MITF TRPM1 inh,PDI inh
O=C(/C=C/c1ccccc1)NCC(=O)N/N=C/c1cccs1,5,-11,18,2,6,-0.1,2,-1,-6,30,4
COc1cc(C2C(C(=O)c3ccco3)=C(O)C(=O)N2CCc2ccccc2)ccc1O (stereo unspecified),-26,-1,5,nt,-4,5.5,7,1,-5,5,-2
CS(=O)(=O)c1cnc(-c2ccccc2)nc1Oc1ccc(F)cc1,3,-1,13,-13,16,0.8,-11,2,nt,12,-7

# Results, from the first entry:
Molecule,NR2E3 ag-2,HTR2A ag,HIF-2a inh,Shn3 inh set2,Peg3 promoter,iPSC survival up,H9c2 protect,NR2E3 ag-1,CaV13 FRET inh,MITF TRPM1 inh,PDI inh
O=C(/C=C/c1ccccc1)NCC(=O)N/N=C/c1cccs1,5,-11,18,2,6,-0.1,2,-1,-6,30,4
COc1cc(C2C(C(=O)c3ccco3)=C(O)C(=O)N2CCc2ccccc2)ccc1O (stereo unspecified),-26,-1,5,nt,-4,5.5,7,1,-5,5,-2
CS(=O)(=O)c1cnc(-c2ccccc2)nc1Oc1ccc(F)cc1,3,-1,13,-13,16,0.8,-11,2,nt,12,-7
COc1cccc(/C=N/NC(=O)c2ccccc2N(Cc2ccccc2)S(=O)(=O)c2ccccc2)c1OC,-2,6,28,8,20,-3.2,-8,1,-2,-1,1
COc1ccc(/C=C/C(=O)OCC(=O)NCc2ccccc2Cl)cc1OC,1,1,12,0,8,0.1,0,nt,-5,7,8
CC(C)(C)NC(=O)CN1CCC(O)(c2ccc3c(c2)OCO3)CC1,-20,2,10,1,6,0.4,-5,1,-5,7,-4
CCCCC(=O)NC1(C(F)(F)F)NC(=O)N(Cc2ccccc2)C1=O (stereo unspecified),-12,-2,7,0,4,-0.4,7,5,nt,9,4
CC(C)NC1(C(N)=O)CCNCC1,2,-2,-5,87*,3,-0.3,3,nt,-7,-2,3
O=C(Cc1ccc(F)cc1)Nc1nccs1,3,-2,17,0,0,1.4,-3,2,-4,4,1
CCCCNC(=O)c1ccc(CNS(=O)(=O)c2ccc(Br)cc2)cc1,-3,-4,10,14,8,-0.2,-5,-3,3,4,-1
Cc1cc(=O)oc2c(CN3CCCC3)c(O)c(Cl)cc12,-26,8,13,1,1,-0.3,2,-2,-4,1,1
Cc1cccc(NC(=O)c2c([N+](=O)[O-])cnn2C)c1,2,2,10,-4,-4,0.0,6,0,-21,1,-3
CCN(CC)S(=O)(=O)c1ccc(N=NC2=C(O)CC(C)(C)CC2=O)cc1,-9,-5,3,10,5,1.1,-7,-2,-3,6,-22
Nc1cc(N)nc(SCC(=O)NC2CCCCCCC2)n1,-4,8,7,-2,-2,4.1,6,nt,-7,-10,12
CCN1c2ccccc2-c2nc3ccccc3n2C1c1ccccn1 (stereo unspecified),19,-4,2,1,4,3.0,4,2,nt,20,3
COc1ccc(C(=O)NNC(=O)C(=O)Nc2cccc3ccccc23)cc1,-33,-1,6,18,-10,-0.3,-3,1,-3,nt,-4
Fc1ccc(-[n+]2nc(Nc3ccccc3)sc2-c2cccc(Cl)c2Cl)cc1,-9,-1,9,2,-1,-3.9,-6,3,-7,2,-1
CC(CNS(=O)(=O)c1ccc2c(c1)NC(=O)CCS2)c1ccccc1 (stereo unspecified),-6,-3,11,22,22,-0.4,-2,0,-2,-3,4
CCOC(=O)c1sc(=NC(=O)c2cccc(C)c2)n(C)c1C,-48,4,-277,-54,-250,-0.2,-6,4,-2,-44,0
CC(=O)c1c(COC(=O)c2ccc(C)cc2)nc2ccccc2[n+]1[O-],1,0,15,-1,-7,0.9,-4,-4,-20,nt,-17
Cc1ccccc1C(=O)NC1CCN(C(=O)N(c2ccccc2)c2ccccc2)CC1,2,-3,18,14,12,0.4,8,-1,-4,-2,14
COCCSc1ccccc1C(=O)N1CCN(Cc2ccc3c(c2)OCO3)CC1,-7,-2,6,14,11,-0.2,-1,0,-3,11,5
CC(Sc1nc2ccccc2c(=O)n1CC1CCCO1)C(=O)NC(C)c1ccccc1 (stereo unspecified),-37,7,9,3,8,0.6,10,2,-1,-3,-2
Cc1ccc(/C=N/NC(=O)c2cc(-c3ccc(C)o3)[nH]n2)cc1,-8,4,-6,20,2,-0.4,5,-2,-7,17,7
Cc1[nH]nc2c1C1(CCC3(CC1)OCCO3)C(C#N)=C(N)O2,10,-1,12,-4,5,-0.4,2,-3,-7,-8,-4

# Looked up above:
# For HTR2A ag, `CC(Sc1nc2ccccc2c(=O)n1CC1CCCO1)C(=O)NC(C)c1ccccc1` (stereo unspecified) shows 7
# For NR2E3 ag-1, `CC(=O)c1c(COC(=O)c2ccc(C)cc2)nc2ccccc2[n+]1[O-]` shows -4
# For NR2E3 ag-1, `COc1cccc(/C=N/NC(=O)c2ccccc2N(Cc2ccccc2)S(=O)(=O)c2ccccc2)c1OC` shows 1
# For iPSC survival up, `Cc1cccc(NC(=O)c2c([N+](=O)[O-])cnn2C)c1` shows 0.0

# Additional results.
Molecule,NR2E3 ag-2,HTR2A ag,HIF-2a inh,Shn3 inh set2,Peg3 promoter,iPSC survival up,H9c2 protect,NR2E3 ag-1,CaV13 FRET inh,MITF TRPM1 inh,PDI inh
Cc1ccc(S(=O)(=O)NNC(=O)c2cc([N+](=O)[O-])c(C)c([N+](=O)[O-])c2)cc1,0,5,13,-5,18,0.1,4,4,-4,nt,23
COc1ccccc1OCC(=O)OCC(=O)Nc1ncc(Cl)cc1Cl,-6,6,14,-13,11,0.2,10,2,nt,2,-6
CCn1c(CN2CCCCCC2=O)nnc1SCc1cnc(-c2ccccc2)s1,-11,-6,-21,-10,-5,2.3,-1,1,-4,-8,6
c1coc(CSc2ncnc3c2oc2ccccc23)c1,-43,1,-278,-65,-276,-0.4,-3,-1,-17,-29,-9
COc1ccc(OCC(=O)N/N=C/c2ccc(OC)c(OC)c2C(=O)O)cc1,-10,0,15,17,25,-2.4,-5,-3,-2,10,9
CCN1CCN(S(=O)(=O)c2ccc(Cl)c(C(=O)NCc3nc4ccccc4[nH]3)c2)CC1,-38,-2,1,3,14,-2.4,7,nt,-5,14,12
O=C(NS(=O)(=O)Nc1ccc(Cl)cc1)c1c[nH]c2ccccc12,-9,6,5,-2,1,-0.4,2,1,-3,0,-2
C1CCN(c2c3c(nc4nnnn24)CCCC3)CC1,-13,2,18,3,24,6.4,-5,5,nt,-2,-3
Cc1ccccc1N=C1NN=C(c2ccccc2F)CS1,-18,0,-122,-97,-190,-1.6,5,-5,-5,-46,-4
O=C(c1cc2c(ccc3ccccc32)oc1=O)N1CCN(CCO)CC1,-27,4,5,-3,-3,-2.0,13,3,-5,9,nt
O=C1NC[C@@H](CCCCN2CCN(CC3CCCCC3)C(=O)C2=O)N(CC2CCCCC2)C1=O,9,-1,-9,nt,nt,0.5,nt,nt,-3,nt,nt
O=C(COc1ccccc1Cl)NC(=S)Nc1cccc(NC(=O)c2ccccc2Cl)c1,-10,0,-39,-16,-9,0.4,4,4,-9,-5,-13
CCOCCn1c(-c2ccc(OC)cc2)nc2ccccc21,-20,-1,-77,-16,-30,-0.7,-6,4,-7,5,2
C[C@H]1CC[C@]2(O[C@H](CCO)C[C@H](O)[C@H]2O)O1,3,-3,11,-6,11,-1.4,1,3,-10,4,4
O=C(CSc1cccc2cccnc12)NCc1ccco1,-13,-3,7,-26,-7,-0.6,6,5,-1,-5,-7
COc1cc(C(=O)OCC(=O)Nc2ccc(N3CCOCC3)cc2)ccc1OCC(C)C,-5,-3,-3,-92,6,-0.6,9,0,-1,-2,-1
COc1cc(NC(=O)C2Cc3ccccc3CN2S(C)(=O)=O)cc(OC)c1 (stereo unspecified),-11,-1,4,5,7,1.5,5,-4,-15,2,-11
O=C(Nc1cccc(NC(=O)C2CCCO2)c1)c1ccco1 (stereo unspecified),3,1,15,-12,13,-1.7,-4,-1,4,8,4
COC(=O)c1cc(COc2ccc3c(c2)oc(=O)c2ccccc23)c(C)o1,-7,1,9,68,14,3.5,-9,-2,nt,9,0
CCN(CC(=O)NCc1cccs1)S(=O)(=O)c1c(F)cccc1F,-14,-1,9,-5,15,-0.1,3,0,-6,-9,5
CCOc1ccc(N2C(=O)CC(Sc3nnnn3-c3ccccc3)C2=O)cc1 (stereo unspecified),-10,-5,-1,92*,96*,-0.4,-29,nt,4,8,3
CCCCCn1c(=O)[nH]c2c(c1=O)CCC2,19,-3,-11,1,-7,1.8,15,1,nt,-16,-1
CCO/N=C(/C)c1c(O)cc(C(C)(C)C)n(-c2ccccc2)c1=O,-5,0,3,0,1,-1.3,12,-2,-4,-4,4
CC(C)Nc1nc(Cl)nc(Nc2ccccc2)n1,-55,2,-194,-26,-156,-0.4,-5,4,3,-44,3
Cc1ccc(C(=O)NCC(=O)Nc2ccncc2)cc1C,7,1,-2,22,-12,2.0,-8,0,-4,6,0
CC(Cl)C(=O)NNc1cccc(Cl)n1 (stereo unspecified),-11,-2,12,3,7,-2.6,20,-1,nt,14,1
CC(NC(=O)c1sc2cc([N+](=O)[O-])ccc2c1Cl)C(C)(C)C (stereo unspecified),0,3,-24,-3,-21,2.1,-4,-2,-4,-8,-15

# Sorted by molar mass (smallest number first): some entries from above
Molecule,NR2E3 ag-2,HTR2A ag,HIF-2a inh,Shn3 inh set2,Peg3 promoter,iPSC survival up,H9c2 protect,NR2E3 ag-1,CaV13 FRET inh,MITF TRPM1 inh,PDI inh
C[C@H]1CC[C@]2(O[C@H](CCO)C[C@H](O)[C@H]2O)O1,3,-3,11,-6,11,-1.4,1,3,-10,4,4
CC(C)Nc1nc(Cl)nc(Nc2ccccc2)n1,-55,2,-194,-26,-156,-0.4,-5,4,3,-44,3
O=C(Nc1cccc(NC(=O)C2CCCO2)c1)c1ccco1 (stereo unspecified),3,1,15,-12,13,-1.7,-4,-1,4,8,4
CCN(CC(=O)NCc1cccs1)S(=O)(=O)c1c(F)cccc1F,-14,-1,9,-5,15,-0.1,3,0,-6,-9,5
O=C1NC[C@@H](CCCCN2CCN(CC3CCCCC3)C(=O)C2=O)N(CC2CCCCC2)C1=O,9,-1,-9,nt,nt,0.5,nt,nt,-3,nt,nt
